All columns: NCI-60 one-dose screen, growth in % after 48 h at 10 µM unless noted; 100 = growth as untreated, 0 = no growth, -100 = all killed.
SK-OV-3: SK-OV-3 ovarian cancer cells | 80,000 tested, 3.2% active
OVCAR-4: OVCAR-4 ovarian cancer cells; 80,000 tested, 3.7% active
IGROV1: IGROV1 ovarian cancer | 79,000 tested, 4.7% active | AID 1794786
OVCAR-8: OVCAR-8 ovarian cancer; 81,000 tested, 4.4% active
OVCAR-5: OVCAR-5 ovarian cancer; 82,000 tested, 2.9% active
DU-145: DU-145 prostate cancer; 81,000 tested, 4.2% active
OVCAR-3: OVCAR-3 ovarian cancer; 79,000 tested, 7% active
PC-3: PC-3 prostate cancer cells; 80,000 tested, 3.9% active; AID 1794754
Numbers without * were called inactive; · = not tested or not shown; & = joins results of further samples; [ ] = another dose, or the depositor's remark. How the source made its calls: active means growth percent below 10; inactive means the rest. Hits appear at their usual frequency (roughly 10% active in at least one column).

SMILES	SK-OV-3	OVCAR-4	IGROV1	OVCAR-8	OVCAR-5	DU-145	OVCAR-3	PC-3
O=C(Cc1ccccc1Nc1c(Cl)cccc1Cl)Nn1c(O)c(C2=c3cc(Br)cc(Br)c3=NC2=O)sc1=S	106	99	102	101	110	100	100	100
CC1(C)CC(=O)C(CC(=O)c2ccccc2)=C(NN=C(N)N)C1	113	96	107	101	96	105	112	96
Cn1cnc2c1c(=O)n(CCC(=O)Nc1ccc(S(=O)(=O)Nc3ncccn3)cc1)c(=O)n2C	112	124	103	105	113	106	98	94
O=C1CN(Cc2ccc3c(c2)OCO3)NO1	100&108	99	116&113	104&107	103&104	118&113	112&123	107&90
COC(=O)C[C@](O)(CCCC(C)(C)O)C(=O)O[C@@H]1C(OC)=C[C@]23CCC(=O)N2CCc2cc4c(cc2[C@H]13)OCO4	103	120	110	116	106	115	120	121
c1ccc2c3c(ccc2c1)OCN(C1CCCCC1)C3	88	115	111	95	96	102	108	84
O=c1n(Cn2cnn(-c3ccccc3)c2=O)cnn1-c1ccccc1	96	94	102	97	88	99	96	92
CN(C)c1ccc(/C=C2\N=C(c3ccccc3)OC2=O)cc1	100	103	89	93	112	107	106	95
CC1(C)Cc2c(cn(Cc3ccccc3)c2-c2ccccc2)-c2oncc21	96	98	121	101	111	103	110	86
CCOC1=CC(=[N+]2CCCC2)CC(C)(C)C1	93	93	·	91	99	106	110	92
O=C1/C(=C/c2ccccc2F)CNC/C1=C\c1ccccc1F	-45*	6.6*	-6.6*	2.9*	-41*	-12*	-69*	4.6*
Oc1ccc(-c2ccc3c(c2)ncn3-c2ccc(F)cc2)cc1	134	85	121	93	131	93	·	94
O=[N+]([O-])c1ccc2[nH]cc(-c3c4ccsc4cc4[nH]c5ccc([N+](=O)[O-])cc5c34)c2c1	15	35	22	7.4*	11	-14*	-21*	9.2*
C/C(=N/Nc1ccc([N+](=O)[O-])cc1[N+](=O)[O-])c1ccccc1	99	111	106	116	111	111	105	·
O=C(Nc1cc(Cl)ccc1Cl)c1ccc(Cl)cc1Cl	100	106	102	110	86	105	108	98
COc1ccc(-c2nc(SCCC(C)C)nc(N/N=C\c3ccccc3O)c2C#N)cc1	88	4.0*	87	75	100	96	79	92
C#CCOc1ccc2ncnc(N3CCN(C(=O)CCl)CC3)c2c1	69[8.25 µM]	64[8.25 µM]	-31*[8.25 µM]	72[8.25 µM]	93[8.25 µM]	102[8.25 µM]	79[8.25 µM]	·
CCCCCCCO	106	98	115	100	88	114	115	105
COc1ccc2ccccc2c1/C=C(\C#N)C(=O)N1c2ccccc2Sc2ccc(SC)cc21	102	95	102	101	98	103	104	97
CC(=O)N1N=C(c2ccc(Br)cc2)CC1c1ccc(C)s1 (stereo unspecified)	101	·	71	94	102	103	110	62
COc1ccc(NC(=O)CSc2nc3ccccc3c(=O)n2CCc2ccccc2)cc1	76	97	82	61	101	101	90	106
CC12CCC(=O)C=C1CCC1C2C(O)CC2(C)C1CCC2(O)C(=O)CSc1ncnc2nc[nH]c12 (stereo unspecified)	106	105	110	91	101	110	112	94
CCOC(=O)c1sc(NC(=O)c2ccc(O)cc2)nc1C	74	58	56	66	90	75	71	63
CCOC(=O)c1cc2c(n1Cc1ccccc1OC)-c1oncc1CCC2	24	·	·	35	69	33	9.0*	31
COc1cc(NCCCNC(C)C)c2nccc(C)c2c1	109	92	108	106	115	115	113	96
c1ccc(CCN(CCc2ccccc2)CCN(CCc2ccccc2)CCc2ccccc2)cc1	79	53	49	88	·	83	74	62
CC1Cc2cccc3ccc(=O)n(c23)C1 (stereo unspecified)	95	104	117	98	94	106	109	94
COc1ccc(-c2cc(-c3ccccc3)c(C#N)c(=O)[nH]2)cc1S(N)(=O)=O	99	102	126	113	99	103	109	97
Cc1ccccc1NC(=O)N/C(N)=N/c1nc(C)c(C)s1	45	50	36	31	41	11	-1.0*	31
COc1ccc(-c2nc(SC)nc(N3CCOCC3)c2C#N)cc1	89	100	85	98	100	106	98	81
CCNC(=O)Oc1ccc(/C(=C(/C)Cc2ccc(OC)cc2)c2ccc(OCCN3CCCCC3)cc2)cc1	91	75	78	82	90	84	75	56
COc1cccc(-c2nc3ccc(C(=O)NN4C(=O)c5ccccc5C4=O)cc3[nH]2)c1	94	108	97	112	101	108	121	106
COc1ccc(-c2[nH]c(=S)[nH]c(=O)c2Br)cc1	97	96	104	99	110	107	97	104
Clc1ccc2c(NCCCNC3CCCCC3)ccnc2c1	140	91	111	55	114	101	109	87
CC(C)NS(=O)(=O)c1ccccc1	98	106	113	92	97	103	115	98
CC/C(=C(\c1ccc(OCCN2CCCCC2)cc1)c1ccc(OC(=O)Cc2ccccc2)cc1)c1ccc(OC)cc1	95	110	100	97	93	112	108	84
CCCC1C(=O)N2C(N(C)C)=Nc3ccc(C)cc3N2C1=O (stereo unspecified)	98	99	85	100	102	108	111	93
CC(=O)Nc1ccc(O)cc1[N+](=O)[O-]	134	116	82	118	119	115	107	106
CCOC(=O)C1=C(CC)NC(=O)N(C)C1c1ccccc1 (stereo unspecified)	90	105	93	102	82	103	84	89
COc1ccc(/C=C(\C#N)n2nnc3c(F)cccc32)cc1	39	38	13	16	16	2.4*	-34*	30
OCNC(=S)c1c(Cl)cccc1Cl	109	95	103	104	117	117	114	96
Oc1ccc(/C=N\N=C\c2ccco2)c(O)c1	107	109	117	104	105	101	102	102
CCOC(=O)c1cn(CCN(C)C)c2nc(NCc3ccc(OC)c(OC)c3)nn2c1=O	95	102	102	102	108	104	104	88
C=CCOC(CN(CCCC)CCCC)CN(CCCC)CCCC	95	78	108	96	98	108	92	95
Nc1cc2ccncc2c2ccccc12	66	82	59	58	76	75	75	83
CC[N+]1(CC(=O)c2ccccc2)CCCCC1	111	104	101	113	97	111	107	100
Nc1nnc2cc(Cl)ccc2n1	97	111	96	105	105	105	145	77
COc1ccc(CNC(=O)NCc2ccc(OC)cc2)cc1	95	107	115	98	97	112	98	100
Cc1ccc(C(=O)CSc2nc3ccccc3c(=O)n2CCc2ccc(S(N)(=O)=O)cc2)cc1	107	94	109	101	106	110	107	107
COc1cccc(C(C)=O)c1O	94	98	102	103	102	103	106	102
O=C(/C=C/C12c3ccccc3C(c3ccccc31)C1C(=O)NC(=O)C12)c1ccccc1 (stereo unspecified)	·	39	20	27	26	19	2.7*	30
O=C1CSC(=S)N1	96	119	109	98	110	107	103	94
CCCC(=O)N1CCOCC1	110	119	116	109	102	116	111	98
O=C(CNn1c(COc2ccccc2)nc2ccccc2c1=O)Nc1ccccc1	·	98	80	99	96	107	108	89
CC/C(=C/c1cccc(OC)c1O)c1ccc2cccc(OC)c2[o+]1	101	97	97	101	102	104	114	88
C=CC(C)(C)c1[nH]c2ccccc2c1C[C@@H]1NC(=O)[C@@H]2CCCN2C1=O	101	92	102	108	106	105	96	96
O=Nc1ccccc1N=O	116	89	91	89	105	91	118	84
COc1cc(C2=Nc3c(N)nc(N)nc3NC(c3sc(Cl)nc3Cl)C2)cc(OC)c1OC (stereo unspecified)	84	101	75	73	73	103	89	75
CC(C)(C)OC(=O)NS(=O)(=O)N(c1cccc(F)c1)C1CCN(C(=O)OC(C)(C)C)CC1	105	99	108	115	94	107	98	81
O=C1NC(=S)N/C1=C\c1ccc(O)cc1	95	120	112	106	99	108	113	91
Next section.
SMILES	SK-OV-3	OVCAR-4	IGROV1	OVCAR-8	OVCAR-5	DU-145	OVCAR-3	PC-3
Nc1ccc(Br)cn1	103	101	110	102	93	112	·	99
CCCCCCCCCCCCCCCC[N+](C)(C)CCCNS(=O)(=O)c1ccc(C#N)cc1	122	104	99	104	107	119	130	108
O=[N+]([O-])c1cccc(-c2nc3sccn3c2-c2ccnc(NCCNS(=O)(=O)c3ccc(Cl)cc3)n2)c1	112	51	74	67	118	84	76	57
CCOC(=O)/C(C#N)=C\c1c(-c2cccc(NC(C)=O)c2)[nH]c2ccccc12	93	95	80	91	97	100	90	80
c1ccc(CN2COc3c(ccc4c3OCN(Cc3ccccc3)C4)C2)cc1	10	26	32	23	42	25	25	37
CC1(C)CC(=O)C2=C(C1)Nc1c(C#N)c(N)[nH]c(=O)c1C2c1ccc(Cl)c(Cl)c1 (stereo unspecified)	76	107	108	91	102	109	95	89
CCCCC1(CC)COC(C)(c2ccccc2)OC1 (stereo unspecified)	106	114	110	104	106	109	110	98
COc1cc(CN2CCC(N3CCCC3=O)c3cc(C)ccc32)cc(OC)c1OC (stereo unspecified)	107	96	94	110	99	122	119	84
CNC(=O)c1cc(Oc2ccc3nc(NC(=O)c4ccc(Cl)c(C(F)(F)F)c4)sc3c2)ccn1	85	37	86	57	93	73	66	63
Cc1cccc(Cc2cnc(-n3nnc(C(=O)O)c3C)s2)c1	91	113	110	87	107	108	113	92
CN(C)CCCNc1nn2c(=O)c3ccccc3nc2c2ccccc12	55	77	-12*	·	81	81	58	62
O=C1C(O)C(O)C(O)C(O)C1O (stereo unspecified)	105&103	96	111&99	101&101	126&98	115&108	109&109	102&101
O=C(O)CCN1C(=O)/C(=C/c2cccs2)SC1=S	121	102	101	99	103	108	113	95
Cc1cn(-c2cc(C(=O)Nc3cccc(-n4ccc5c(NC(=O)c6ccccc6)nccc54)c3)cc(C(F)(F)F)c2)cn1	13	76	7.5*	4.8*	36	-9.5*	-68*	18
CC(=O)OCCn1c2nc(=O)[nH]c(=O)c-2nc2cc(C)c(C)cc21	82&112&98	98&117&96	106&116&106	106&102&103	110&123&104	105&119&119	94&114&106	78&106&97
O=C(NCCCN1CCCCC1)c1ccc(-c2nc3ccc4[nH]ncc4c3c3c2CCCC3)cc1	25	54	29	62	95	51	67	29
CC(=O)Oc1cc2c(s1)CCN([C@H](C(=O)C1CC1)c1ccccc1F)C2	109	118	97	102	107	126	119	86
CN1CCN(C(=O)Nc2ccc(Br)cc2)CC1	108	·	89	112	108	105	111	106
CC(C)(C)n1cc(-c2ccnc(NCCCNS(=O)(=O)c3ccc(Br)cc3)c2)c(-c2ccccc2)n1	94	75	71	85	88	87	93	52
O=C1c2ccccc2S(=O)(=O)N1CCCN1C(=O)c2ccccc2S1(=O)=O	106	120	101	99	104	102	103	92

Part of the list above, as comma-separated lines:
SMILES,SK-OV-3,OVCAR-4,IGROV1,OVCAR-8,OVCAR-5,DU-145,OVCAR-3,PC-3
Cc1cccc(Cc2cnc(-n3nnc(C(=O)O)c3C)s2)c1,91,113,110,87,107,108,113,92
CN(C)CCCNc1nn2c(=O)c3ccccc3nc2c2ccccc12,55,77,-12*,·,81,81,58,62
O=C1C(O)C(O)C(O)C(O)C1O (stereo unspecified),105&103,96,111&99,101&101,126&98,115&108,109&109,102&101
O=C(O)CCN1C(=O)/C(=C/c2cccs2)SC1=S,121,102,101,99,103,108,113,95
Cc1cn(-c2cc(C(=O)Nc3cccc(-n4ccc5c(NC(=O)c6ccccc6)nccc54)c3)cc(C(F)(F)F)c2)cn1,13,76,7.5*,4.8*,36,-9.5*,-68*,18
CC(=O)OCCn1c2nc(=O)[nH]c(=O)c-2nc2cc(C)c(C)cc21,82&112&98,98&117&96,106&116&106,106&102&103,110&123&104,105&119&119,94&114&106,78&106&97
O=C(NCCCN1CCCCC1)c1ccc(-c2nc3ccc4[nH]ncc4c3c3c2CCCC3)cc1,25,54,29,62,95,51,67,29
CC(=O)Oc1cc2c(s1)CCN([C@H](C(=O)C1CC1)c1ccccc1F)C2,109,118,97,102,107,126,119,86
CN1CCN(C(=O)Nc2ccc(Br)cc2)CC1,108,·,89,112,108,105,111,106
CC(C)(C)n1cc(-c2ccnc(NCCCNS(=O)(=O)c3ccc(Br)cc3)c2)c(-c2ccccc2)n1,94,75,71,85,88,87,93,52
O=C1c2ccccc2S(=O)(=O)N1CCCN1C(=O)c2ccccc2S1(=O)=O,106,120,101,99,104,102,103,92

Next section
SMILES	SK-OV-3	OVCAR-4	IGROV1	OVCAR-8	OVCAR-5	DU-145	OVCAR-3	PC-3
CC(=O)[C@@]1(O)CC[C@H]2[C@@H]3C[C@H](C)C4=CC(=O)CC[C@]4(C)[C@H]3CC[C@@]21C	83	107	94	91	90	100	99	77
CN(C)c1ccc(/C=N\NC(=O)CN2CCN(c3cc4c(cc3F)c(=O)c(C(=O)N/N=C/c3ccc(N(C)C)cc3)cn4C3CC3)CC2)cc1	128	90	80	93	119	100	96	83
CCn1c2ccccc2nc2cc3c(cc21)c(Cl)c(=O)c1ccccc13	105	82	69	87	110	102	82	67
COc1c(B(O)O)cc(F)cc1-c1nc2ccc3[nH]ncc3c2c2c1CCCC2	19	26	11	16	15	11	12	13
CC(C)(O)C1=CC2=CC[C@@H]3C(C)(C)C(=O)CC[C@@]3(C)[C@@H]2CC1	106	109	103	100	103	110	105	93
Clc1ccc(/C=C/c2ccc(Cl)cc2Cl)c(Cl)c1	89	82	85	104	109	106	97	89
Cc1nc(Nc2ccc(OCCCBr)cc2)c2cnn(-c3ccccc3)c2n1	83	94	90	76	100	106	106	·
Cc1cc(-c2ccc(Cl)cc2)n(Cc2nnc(SCC(=O)Nc3ccc(S(N)(=O)=O)cc3)n2C2CCCCC2)n1	106	109	104	99	107	117	·	101
O=C(/C=C\c1ccc([N+](=O)[O-])cc1)c1ccc(NC2=CC(=O)c3ccccc3C2=O)cc1	94	88	72	90	113	109	98	77
OC(c1ccccc1)C(Nc1ccccn1)c1ccccc1 (stereo unspecified)	108	97	109	106	95	114	111	89
CCOC(=O)C1CC(C)=C(C)CC1C(=O)O (stereo unspecified)	107	98	120	101	108	105	103	·
COc1ccccc1S(=O)(=O)Nc1ccc2c(c1)CN(C)C(=O)N2	49	43	24	56	75	78	32	35
O=C(COc1ccc(Cl)cc1)Nc1cc(Cl)ccc1Cl	87	82	68	97	108	100	99	83
COc1ccc(-c2c(NC(=O)Nc3ccc(F)cc3)cnn2-c2ccc(S(N)(=O)=O)cc2)cc1	103	105	97	101	97	108	113	108
C=CCOc1ccc(/C(O)=C2\C(=O)C(=O)N(c3nccs3)C2c2ccccc2F)cc1 (stereo unspecified)	109	81	3.7*	102	122	114	93	114

Bioassay records deposited in PubChem BioAssay by NCI.
